Bioassay records as filed in PubChem.
T cruzi intra = inhibitors of intracellular Trypanosoma cruzi; intracellular Trypanosoma cruzi in host cells, plate reader; activity score (inhibition), % at 5.01 µM; 4.9% of 22,000 active; AID 651903; in the data active = activity score above about 55%; inconclusive = no clear call, values can overlap the other calls;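 also: parasites and compound incubated about four days before reading; 0% = median of neutral control wells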
INS-1E rescue = INS-1E beta cell protection from cytokine death; INS-1E cytokine-induced death, ATP luminescence, 48 h; normalised: neutral wells 0, positive control 100; protection from cytokine-induced ATP loss, % at 10 µM; 0.1% of 20,000 active;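 active = mean replicate protection from cytokine-induced ATP loss at least 50% and at least 75% of replicates each reaching 50%; inconclusive = meets only one of the two criteria, mean or replicate share; inactive = fails both the mean and replicate share criteria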
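Assay system – rat INS-1E insulinoma cell line · Quantity – 8000 cells per well · Buffer or medium – RPMI without phenol red, 5% FBS · Schedule – 48 h co-treatment, 10 min post-lysis read · Technique – luminescent ATP assay (CellTiter-Glo)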
Numbers without * were called inactive; u = inconclusive; x = no result given. Rows are unselected. About 5.1% of those tested had a hit in this group.

SMILES	T cruzi intra	INS-1E rescue
Cc1noc(C)c1S(=O)(=O)N(C)C[C@H]1Oc2ccc(NC(=O)Cn3cnnn3)cc2CC(=O)N([C@H](C)CO)C[C@H]1C	-27	-2
C[C@H](CO)N1C[C@H](C)[C@H](CN(C)C(=O)NC2CCCCC2)Oc2ncc(-c3cccc(C(F)(F)F)c3)cc2C1=O	u	x
Cc1noc(C)c1NC(=O)Nc1ccc2c(c1)C(=O)N([C@@H](C)CO)C[C@H](C)[C@H](CN(C)C(=O)Nc1cccc3ccccc13)O2	2	x
C[C@H]1CN([C@@H](C)CO)C(=O)c2cc(NC(=O)Nc3cccc4ccccc34)ccc2O[C@H]1CN(C)CC1CCCCC1	1	-6
COc1ccc(S(=O)(=O)Nc2cccc3c2O[C@H](CN(C)C(=O)Nc2c(C)noc2C)[C@@H](C)CN([C@H](C)CO)C3=O)cc1	-67	20
C[C@@H]1CN([C@H](C)CO)C(=O)c2cccc(NC(=O)Nc3ccc(C(F)(F)F)cc3)c2O[C@@H]1CN(C)CC1CCCCC1	14	-29
C[C@H]1CN([C@@H](C)CO)C(=O)c2cc(NC(=O)NC3CCCCC3)ccc2O[C@H]1CN(C)C(=O)Nc1ccc(C(F)(F)F)cc1	1	-1
COc1ccc(NC(=O)N(C)C[C@@H]2OCCCC[C@@H](C)Oc3ccc(NS(=O)(=O)c4ccccc4)cc3C(=O)N([C@H](C)CO)C[C@@H]2C)cc1	-37	12
Cc1noc(C)c1NC(=O)N(C)C[C@@H]1Oc2c(NS(=O)(=O)c3ccc(Cl)cc3)cccc2C(=O)N([C@H](C)CO)C[C@H]1C	-15	3
C[C@@H]1CN([C@H](C)CO)C(=O)CCCn2nncc2CO[C@H]1CN(C)S(=O)(=O)c1ccc(-n2cccn2)cc1	-3	x
C[C@@H]1CCCCO[C@@H](CN(C)S(=O)(=O)c2cccs2)[C@@H](C)CN([C@H](C)CO)C(=O)c2cc(NS(=O)(=O)c3cccs3)ccc2O1	0	-2
Cc1ccc(S(=O)(=O)N(C)C[C@@H]2Oc3ccc(NC(=O)C4CCCCC4)cc3C(=O)N([C@@H](C)CO)C[C@@H]2C)cc1	20	-17
Cc1cc(C(=O)Nc2cccc3c2O[C@@H](CN(C)S(=O)(=O)c2ccc(Cl)cc2)[C@@H](C)CN([C@H](C)CO)C3=O)n(C)n1	-20	2
Cc1cc(C(=O)Nc2cccc3c2O[C@H](CN(C)CC2CC2)[C@H](C)CN([C@@H](C)CO)C3=O)n(C)n1	61*	-7
COc1ccc(NC(=O)Nc2ccc3c(c2)C(=O)N([C@H](C)CO)C[C@H](C)[C@H](CN(C)C(=O)c2ccccc2)OCCCC[C@@H](C)O3)cc1	-5	4
CC(C)NC(=O)Nc1cccc2c1O[C@@H](CN(C)Cc1ccccc1)[C@H](C)CN([C@@H](C)CO)C2=O	29	-5
CCCN(C)C[C@@H]1OCc2cn(nn2)CCCC(=O)N([C@@H](C)CO)C[C@@H]1C	-3	x
COc1ccc(NC(=O)N(C)C[C@@H]2OCCCC[C@@H](C)Oc3ccc(NC(=O)Nc4cccc5ccccc45)cc3C(=O)N([C@H](C)CO)C[C@@H]2C)cc1	8	5
C[C@@H]1CN([C@H](C)CO)C(=O)c2cc(NS(=O)(=O)c3ccccc3)ccc2O[C@H]1CN(C)CC1CCCCC1	-3	-3
C[C@@H]1CN([C@H](C)CO)C(=O)c2cc(NC(=O)C3CCCCC3)ccc2O[C@@H]1CN(C)Cc1ccccc1	1	-2
COc1ccc(NC(=O)N(C)C[C@H]2Oc3c(NC(=O)C4CC4)cccc3C(=O)N([C@H](C)CO)C[C@H]2C)cc1	-24	7
O=C(N/N=C/c1ccc(S(=O)(=O)O)o1)c1ccccc1O	0	-37
C[C@H](CO)N1C[C@H](C)[C@H](CN(C)S(=O)(=O)c2cn(C)cn2)Oc2c(NC(=O)NC3CCCCC3)cccc2C1=O	-19	12
Cc1ccc(S(=O)(=O)Nc2ccc3c(c2)C(=O)N([C@H](C)CO)C[C@@H](C)[C@@H](CN(C)C(=O)Nc2c(C)noc2C)O3)cc1	1	3
COc1ccc(CN(C)C[C@H]2Oc3c(NS(=O)(=O)c4ccc(F)cc4)cccc3C(=O)N([C@H](C)CO)C[C@@H]2C)cc1	28	8
The list continues:
SMILES	T cruzi intra	INS-1E rescue
C[C@H]1CN([C@@H](C)CO)C(=O)c2cccc(NS(=O)(=O)c3ccccc3)c2O[C@H]1CN(C)S(=O)(=O)c1ccccc1	3	11
C[C@H]1CN([C@@H](C)CO)C(=O)c2cccc(NC(=O)CCCCCC(=O)Nc3ccccc3N)c2O[C@@H]1CN(C)Cc1ccc2c(c1)OCO2	72*	19
C[C@@H]1CN([C@@H](C)CO)C(=O)c2cccc(NS(C)(=O)=O)c2O[C@@H]1CN(C)C(=O)Nc1cccc2ccccc12	-3	10
Cc1noc(C)c1NC(=O)Nc1ccc2c(c1)C(=O)N([C@H](C)CO)C[C@@H](C)[C@@H](CN(C)C(=O)NC(C)C)O2	0	5
C[C@H](CO)N1C[C@H](C)[C@@H](CN(C)Cc2ccccc2C(=O)O)OCc2cnnn2CCCC1=O	-14	x
C[C@H]1CN([C@@H](C)CO)C(=O)c2cc(N(C)C)ccc2O[C@H]1CN(C)S(=O)(=O)c1ccc(F)cc1	-20	x
C[C@@H]1CCCCO[C@@H](CN(C)C(=O)NC2CCCCC2)[C@@H](C)CN([C@H](C)CO)C(=O)c2cc(NC(=O)CCC(F)(F)F)ccc2O1	-14	0
C[C@H](CO)N1C[C@H](C)[C@H](CN(C)C)Oc2ccc(NC(=O)CCCN(C)C)cc2C1=O	4	x
Cc1noc(C)c1NC(=O)N(C)C[C@H]1Oc2ccc(NC(=O)Nc3ccc4c(c3)OCO4)cc2CC(=O)N([C@H](C)CO)C[C@H]1C	-5	9
Cc1ccc(S(=O)(=O)N(C)C[C@@H]2Oc3ccc(NC(=O)C4CC4)cc3CC(=O)N([C@H](C)CO)C[C@H]2C)cc1	-16	6
C[C@@H]1CN([C@@H](C)CO)C(=O)c2cc(N(C)C)ccc2O[C@@H]1CN(C)S(C)(=O)=O	-3	2
CC(C)NC(=O)N(C)C[C@@H]1Oc2ccc(NC(=O)Nc3ccc(F)cc3)cc2CC(=O)N([C@H](C)CO)C[C@@H]1C	-20	8
C[C@@H]1CN([C@H](C)CO)C(=O)Cc2cc(NC(=O)Cc3cn(C)c4ccccc34)ccc2O[C@H]1CN(C)Cc1ccc(Cl)c(Cl)c1	63*	-17
Cc1noc(C)c1NC(=O)Nc1cccc2c1O[C@@H](CN(C)Cc1ccc(C(F)(F)F)cc1)[C@H](C)CN([C@H](C)CO)C2=O	3	0
COc1ccc(CN(C)C[C@H]2Oc3c(NC(=O)c4cnccn4)cccc3C(=O)N([C@@H](C)CO)C[C@@H]2C)cc1	3	-3
C[C@@H]1CN([C@H](C)CO)C(=O)c2cc(NC(=O)c3ccncc3)ccc2O[C@@H]1CN(C)Cc1ccc(C(=O)O)cc1	-7	7
COC(=O)CCCCCCC(=O)N/N=C/c1ccc(C#N)cc1	3	4
C[C@@H]1CN([C@@H](C)CO)C(=O)Cc2cc(NC(=O)C3CCCCC3)ccc2O[C@@H]1CN(C)S(=O)(=O)c1ccccc1	3	2
COc1ccc(NC(=O)Nc2ccc3c(c2)C(=O)N([C@H](C)CO)C[C@@H](C)[C@@H](CN(C)S(=O)(=O)c2cn(C)cn2)O3)cc1	-4	-7
COc1ccc(S(=O)(=O)N(C)C[C@H]2Oc3ccc(NC(=O)C4CC4)cc3C(=O)N([C@H](C)CO)C[C@H]2C)cc1	-4	-7
C[C@H]1CN([C@@H](C)CO)C(=O)Cc2cc(NC(=O)Cc3ccccc3)ccc2O[C@H]1CN(C)C(=O)Nc1ccc(F)cc1	-6	7
CC(C)NC(=O)N(C)C[C@H]1Oc2c(cccc2N(C)C)C(=O)N([C@@H](C)CO)C[C@H]1C	-4	5
COc1ccc(CN(C)C[C@@H]2Oc3ccc(NC(=O)Nc4ccc5c(c4)OCO5)cc3CC(=O)N([C@H](C)CO)C[C@@H]2C)cc1	28	1
COc1ccc(NC(=O)Nc2cccc3c2O[C@@H](CN(C)S(=O)(=O)c2ccc(Cl)cc2)[C@H](C)CN([C@@H](C)CO)C3=O)cc1	9	7
COc1ccc(S(=O)(=O)Nc2ccc3c(c2)C(=O)N([C@H](C)CO)C[C@H](C)[C@H](CN(C)C(=O)NC(C)C)O3)cc1	-3	x
Following part:
SMILES	T cruzi intra	INS-1E rescue
C[C@H]1CN([C@@H](C)CO)C(=O)c2cc(NC(=O)Cn3cnnn3)ccc2O[C@H]1CN(C)C(=O)Nc1ccccc1	-10	-2
C[C@@H]1CN([C@@H](C)CO)C(=O)c2cc(NC(=O)CCCN(C)C)ccc2O[C@@H]1CN(C)Cc1ccncc1	-17	5
C[C@@H]1CN([C@H](C)CO)C(=O)c2cccc(NC(=O)c3cnccn3)c2O[C@H]1CN(C)C(=O)Nc1cccc2ccccc12	-1	11
C[C@@H]1CCCCO[C@@H](CN(C)C)[C@@H](C)CN([C@H](C)CO)C(=O)c2cc(NC(=O)NC3CCCCC3)ccc2O1	0	-3
Cc1noc(C)c1NC(=O)N(C)C[C@@H]1Oc2c(NS(=O)(=O)c3ccc(Cl)cc3)cccc2C(=O)N([C@@H](C)CO)C[C@@H]1C	-13	10
C[C@H](CO)N1C[C@H](C)[C@@H](CN(C)S(=O)(=O)c2ccccc2)Oc2ccc(NC(=O)Nc3cccc4ccccc34)cc2C1=O	-1	2
C[C@H]1CN([C@@H](C)CO)C(=O)c2cccc(NC(=O)C3CCOCC3)c2O[C@@H]1CN(C)S(=O)(=O)c1cn(C)cn1	-8	4
Cc1noc(C)c1NC(=O)N(C)C[C@@H]1Oc2c(NC(=O)c3ccc(-c4nccs4)cc3)cccc2C(=O)N([C@@H](C)CO)C[C@@H]1C	-7	9
C[C@@H]1CCCCO[C@@H](CN(C)C(=O)C2CCCCC2)[C@@H](C)CN([C@H](C)CO)C(=O)c2cc(NS(=O)(=O)c3ccccc3)ccc2O1	1	-1
C[C@H]1CN([C@@H](C)CO)C(=O)c2cccc(NS(=O)(=O)c3ccc(F)cc3)c2O[C@H]1CN(C)Cc1ccc(C(=O)O)cc1	-20	9
C[C@H](CO)N1C[C@H](C)[C@H](CN(C)C(=O)Nc2cccc3ccccc23)Oc2ncc(-c3cccc(C(F)(F)F)c3)cc2C1=O	62*	x
C[C@H]1CN([C@@H](C)CO)C(=O)c2cc(NC(=O)CCCN(C)C)ccc2O[C@@H]1CN(C)C(=O)Nc1ccc2c(c1)OCO2	-12	1
C[C@@H]1CN([C@H](C)CO)C(=O)c2cccc(NC(=O)Nc3ccc(C(F)(F)F)cc3)c2O[C@@H]1CN(C)Cc1ccncc1	-14	-1
C[C@@H]1CCCCO[C@@H](CN(C)C(=O)Cc2ccccc2)[C@@H](C)CN([C@H](C)CO)C(=O)c2cc(NC(=O)CCCN(C)C)ccc2O1	-19	4
Cc1cc(C(=O)Nc2cccc3c2O[C@@H](CN(C)C(=O)Nc2cccc4ccccc24)[C@@H](C)CN([C@@H](C)CO)C3=O)n(C)n1	-61	17
C[C@H](CO)N1C[C@H](C)[C@H](CN(C)Cc2ccc3c(c2)OCO3)Oc2ccc(NC(=O)C3CC3)cc2C1=O	12	-7
C[C@@H]1CN([C@@H](C)CO)C(=O)c2cc(N(C)C)ccc2O[C@@H]1CN(C)S(=O)(=O)c1cccs1	2	8
C[C@H](CO)N1C[C@H](C)[C@H](CN(C)S(=O)(=O)c2ccc(Cl)cc2)Oc2c(NC(=O)C3CCCCC3)cccc2C1=O	-67	-3
COc1ccc(CN(C)C[C@@H]2OCc3cn(nn3)CCCC(=O)N([C@@H](C)CO)C[C@H]2C)cc1	-32	x
C[C@@H]1CN([C@H](C)CO)C(=O)c2cccc(NS(=O)(=O)c3cn(C)cn3)c2O[C@H]1CN(C)CC1CCCCC1	8	8
CNC[C@@H]1Oc2c(N)cccc2C(=O)N([C@@H](C)CO)C[C@@H]1C	-28	21
CC(C)NC(=O)N(C)C[C@@H]1Oc2ccc(NC(=O)Nc3ccc(C(F)(F)F)cc3)cc2CC(=O)N([C@@H](C)CO)C[C@@H]1C	-13	10

10 structures already listed, ordered by number of heavy atoms, ascending:
SMILES	T cruzi intra	INS-1E rescue
CNC[C@@H]1Oc2c(N)cccc2C(=O)N([C@@H](C)CO)C[C@@H]1C	-28	21
C[C@@H]1CN([C@@H](C)CO)C(=O)c2cc(N(C)C)ccc2O[C@@H]1CN(C)S(=O)(=O)c1cccs1	2	8
COc1ccc(CN(C)C[C@@H]2OCc3cn(nn3)CCCC(=O)N([C@@H](C)CO)C[C@H]2C)cc1	-32	x
C[C@H](CO)N1C[C@H](C)[C@H](CN(C)Cc2ccc3c(c2)OCO3)Oc2ccc(NC(=O)C3CC3)cc2C1=O	12	-7
C[C@H]1CN([C@@H](C)CO)C(=O)c2cccc(NC(=O)C3CCOCC3)c2O[C@@H]1CN(C)S(=O)(=O)c1cn(C)cn1	-8	4
C[C@H](CO)N1C[C@H](C)[C@H](CN(C)S(=O)(=O)c2ccc(Cl)cc2)Oc2c(NC(=O)C3CCCCC3)cccc2C1=O	-67	-3
C[C@H]1CN([C@@H](C)CO)C(=O)c2cc(NC(=O)CCCN(C)C)ccc2O[C@@H]1CN(C)C(=O)Nc1ccc2c(c1)OCO2	-12	1
C[C@H](CO)N1C[C@H](C)[C@@H](CN(C)S(=O)(=O)c2ccccc2)Oc2ccc(NC(=O)Nc3cccc4ccccc34)cc2C1=O	-1	2
Cc1noc(C)c1NC(=O)N(C)C[C@@H]1Oc2c(NC(=O)c3ccc(-c4nccs4)cc3)cccc2C(=O)N([C@@H](C)CO)C[C@@H]1C	-7	9
C[C@@H]1CCCCO[C@@H](CN(C)C(=O)Cc2ccccc2)[C@@H](C)CN([C@H](C)CO)C(=O)c2cc(NC(=O)CCCN(C)C)ccc2O1	-19	4
